Screening results deposited in PubChem BioAssay by several laboratories.
Hsp70 act: Hsp70 transcriptional activation, primary screen | activation, % at 10 µM | 0.04% of 200,000 active | AID 1203 | HeLa Hsp70 promoter luciferase reporter, luminescence; scaled: vehicle 0, proteasome-inhibitor control 100%;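 active means activation above the mean across all tested compounds plus 3 SD, cutoff set per campaign, cut at about 5.5% in these data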;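 further: 100% = MG132 at 30 µM as the positive control and 0% = DMSO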
Efa HMGR inh: E. faecalis class II HMG-CoA reductase inhibition; purified E. faecalis HMGR, NADPH absorbance 340 nm kinetic; inhibition, % at 10 µM; 0.41% of 190,000 active; AID 1066;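 active means inhibition above a set limit, the median over all tested compounds plus 3 SD, cut at about 9.5% in these data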;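 further: enzyme runs in reverse so mevalonate oxidation gives rising NADPH absorbance; 0% = complete reaction with DMSO and 100% = background rate lacking mevalonate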
RAM inhibit: yeast RAM network inhibition. inhibition, % at 50 µM. 1.8% of 190,000 active. AID 868. S. cerevisiae dse1pr::URA3 reporter, 5-FOA growth OD615, 2 d; analog-sensitive cbk1-as2 kinase mutant strain;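 active means inhibition above a set limit, 3 SD over mean compound inhibition, cut at about 8.4% in these data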;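 further: 0% = DMSO-only wells with no growth and 100% = 10 µM 1-NA-PP1 full growth; inhibition rescues growth on 5-FOA so higher OD means more RAM inhibition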
Lmaj promast: inhibitors of Leishmania major promastigote growth; inhibition, % at 10 µM; Leishmania major promastigotes, resazurin fluorescence viability; 9% of 200,000 active; in the data active means inhibition above about 50%;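 further: promastigotes grown with compound for 44 hours at 28 °C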
PMI activator: increases human mannose-6-phosphate isomerase activity | P34949 | purified human PMI, coupled resazurin fluorescence, 20 min; active compounds read high; 1 = vehicle control, 0 substrate-free wells | activation factor at 20 µM | 0.005% of 190,000 active | AID 1214;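 active means activation factor of 2 or more at 20 µM, relative to plate controls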
Redox H2O2 prof: compounds producing H2O2 with reducing agent – biochemical, NIH compound library profiling, artefact control for MLSCN library redox annotation, primary screen; DTT-dependent redox cycling H2O2, phenol red/HRP absorbance; 100% = 100 µM peroxide control, 0% = buffer; activation, % at 10 µM; 0.03% of 200,000 active; AID 878;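 active means activation of at least 50% relative to the plate's high and low controls in the primary single-dose screen; inactive means activation below 50%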;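 further: compound incubated with DTT at 0.8 mM final as the reducing agent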
PMI act satM6P: activators of human phosphomannose isomerase at near-saturating mannose 6-phosphate. activation factor at 20 µM. AID 1216. 0.34% of 190,000 active. coupled PMI enzyme assay, resazurin fluorescence, 20 min; active compounds read high; 1 = untreated enzyme, 0 = substrate-free blank. P34949;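 active means activation factor of 2 or more at 20 µM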
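Test system: human phosphomannose isomerase with PGI, G6PDH, diaphorase coupling enzymes / Doses: 20 µM compound, 1% DMSO / Times: enzyme reaction with compound 20 min at room temperature / Measured by: Diaphorase-driven resazurin-to-resorufin fluorescence, excitation 544, emission 590 nm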
TNAP inh hiacc: blocks human TNAP under high phosphate acceptor concentration. inhibition, % at 20 µM. AID 1135. purified TNAP, CDP-star luminescence, 1 M DEA. 0.03% of 200,000 active;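 active means over 50% inhibition of tissue-nonspecific alkaline phosphatase at 20 µM in the single-dose screen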;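 further: plate controls were DMSO wells for no effect and EDTA-quenched wells as full inhibition for full effect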
Target sequence (P05186 whole entry, looked up): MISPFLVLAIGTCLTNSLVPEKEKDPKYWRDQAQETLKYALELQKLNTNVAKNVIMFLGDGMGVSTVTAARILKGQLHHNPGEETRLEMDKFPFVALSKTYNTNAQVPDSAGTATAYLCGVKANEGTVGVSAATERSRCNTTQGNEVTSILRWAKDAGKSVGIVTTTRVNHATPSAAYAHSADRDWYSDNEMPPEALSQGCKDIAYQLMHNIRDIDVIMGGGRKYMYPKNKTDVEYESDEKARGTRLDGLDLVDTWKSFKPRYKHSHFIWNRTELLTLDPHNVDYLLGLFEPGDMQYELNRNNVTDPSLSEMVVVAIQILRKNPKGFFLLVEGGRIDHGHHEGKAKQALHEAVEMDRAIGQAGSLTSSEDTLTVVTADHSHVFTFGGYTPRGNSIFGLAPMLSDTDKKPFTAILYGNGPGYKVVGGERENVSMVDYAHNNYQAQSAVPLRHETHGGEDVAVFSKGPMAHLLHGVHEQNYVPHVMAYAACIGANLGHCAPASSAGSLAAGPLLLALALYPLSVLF
S1P3 antag: S1P3 (human) receptor antagonism; Q99500; CHO S1P3 NFAT-BLA reporter, FRET fluorescence, antagonist mode; inhibition, % at 4.98 µM; 0.27% of 170,000 active; AID 485;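 active means inhibition above the plate cutoff, the mean inhibition of test wells on that plate plus 3 SD, cut at about 28% in these data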;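 further: cells challenged with S1P at its EC80 of 0.8 µM; blue over green emission ratio from cleaved BLA substrate after 4 h stimulation; 0% = S1P-stimulated wells and 100% = unstimulated DMSO-only wells; some compounds past the cut are filed as inactive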
Target sequence (Q99500 whole entry, looked up): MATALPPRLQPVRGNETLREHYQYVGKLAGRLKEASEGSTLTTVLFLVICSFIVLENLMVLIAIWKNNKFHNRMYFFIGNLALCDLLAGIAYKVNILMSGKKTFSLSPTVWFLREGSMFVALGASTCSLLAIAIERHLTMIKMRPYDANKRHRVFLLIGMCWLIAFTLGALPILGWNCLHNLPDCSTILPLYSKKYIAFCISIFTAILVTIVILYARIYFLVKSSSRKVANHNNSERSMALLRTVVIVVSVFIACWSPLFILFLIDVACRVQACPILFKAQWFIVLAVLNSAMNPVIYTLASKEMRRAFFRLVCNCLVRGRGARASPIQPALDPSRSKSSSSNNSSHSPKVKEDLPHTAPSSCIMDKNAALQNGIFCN
TNAP inh noacc: inhibitors of human TNAP without phosphate acceptor | P05186 | purified TNAP, CDP-star luminescence, 30 min | inhibition, % at 20 µM | 0.26% of 200,000 active | AID 1012;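 active means tissue-nonspecific alkaline phosphatase inhibition above about 50% at 20 µM in the single-dose screen, limit read from the data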;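 further: 0% = DMSO negative control and 100% = EDTA positive control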
Numbers without * were called inactive; . = no result given.

SMILES	Hsp70 act	Efa HMGR inh	RAM inhibit	Lmaj promast	PMI activator	Redox H2O2 prof	PMI act satM6P	TNAP inh hiacc	S1P3 antag	TNAP inh noacc
CCOC(=O)N/N=C\c1ccc(C)s1	-0.4	0	-0.8	-1	1.1	0.5	1.1	-7	6	6
CC1=CS(=O)(=O)CC1Sc1nc(C)n[nH]1 (stereo unspecified)	0.1	1	0.4	-3	1.2	-1.3	1.2	-4	-1	6
Cc1ccc(SCCNS(C)(=O)=O)cc1	-0.2	-3	-0.1	-6	0.9	-3.0	1	-4	-24	-7
COc1ccc2cc3cc(C(=O)NCCCN4CCc5ccccc5C4)sc3nc2c1	0.0	-4	0.3	96*	1	0.3	1	-1	0	-6
O=C(Nc1ccc(Cl)c([N+](=O)[O-])c1)C(NCCCO)c1ccccc1 (stereo unspecified)	-0.5	-1	2.5	-3	1	-0.3	0.9	-5	3	-6
CCOC(=O)c1[nH]c2ccc(OC)cc2c1NC(=S)N1CCN(c2ccccc2OC)CC1	-0.1	0	-1.1	22	0.8	0.4	0.8	-2	-16	-5
Cc1cccc(N(CC(=O)NCCSCc2ccco2)S(=O)(=O)c2ccccc2)c1	-0.1	-3	-0.4	61*	0.9	0.8	0.9	-2	.	-5
CCC(C)(C)NC(=O)c1cccc(NC(=O)C(C)C)c1	0.2	-8	1.4	-1	1	0.2	1.1	-11	5	-16
O=C(NCc1ccco1)[C@@H]1CCCN1C(=O)c1cccs1	-0.5	-3	2.5	-2	1	1.1	1	-4	.	-14
Cc1csc(=Nc2ccccc2)n1Cc1ccco1	0.6	-8	0.0	3	1.3	-2.5	1.1	2	-7	-24
COc1cccc(C(c2nnnn2Cc2ccco2)N2CCN(Cc3ccccc3)CC2)c1OC (stereo unspecified)	-0.3	-3	0.6	17	1.1	0.3	1	-5	-8	-5
O=C(Nc1cc(Sc2ccccn2)cc([N+](=O)[O-])c1)c1cccc(Cl)c1	-0.3	0	12*	6	0.8	0.2	0.9	-2	11	3
CCC(C)NC(=O)C1CC(c2cccc(OC)c2)=NO1 (stereo unspecified)	0.0	1	0.3	-9	1	1.8	1	-10	20	-8
Cc1ccccc1C(=O)NC(=S)Nc1ccccc1C(F)(F)F	-0.2	-11	2.5	-1	0.9	1.9	1	-5	.	-10
CCCc1[nH]nc2c1C1(CCOC1C)C(C#N)=C(N)O2 (stereo unspecified)	-0.1	-4	1.1	0	1	2.0	1.1	-2	-14	-4
Cc1cc(CN2CCCC(CNC(=O)c3ccc(F)cc3)C2)cc(C)c1O (stereo unspecified)	-0.2	-3	1.8	12	1	0.2	0.9	-8	6	-13
N#CC(C(=O)NC1CC1)c1nc2ccccc2nc1N1CCCC1 (stereo unspecified)	-0.3	-6	1.6	-4	1.2	0.1	1.1	10	4	10
CCCCCC(=O)Nc1ccc(S(=O)(=O)Nc2nccnc2OC)cc1	-0.1	1	-0.7	-7	1.1	-0.4	1.1	-3	.	-7
CCOc1cc(N2CCOCC2)c(OCC)cc1NC(=O)Cc1ccccc1OC	-0.4	-2	0.7	6	0.7	2.4	0.5	-4	.	-7
O=C(COc1ccccc1)N1CCN(C(=O)Cc2ccccc2)CC1	-0.1	1	0.7	-5	0.9	-1.3	1	-4	-7	-12
O=C(Nc1ccccc1C(=O)O)c1cc(S(=O)(=O)N2CCOCC2)cs1	-0.1	2	0.6	-3	1.3	-0.3	1.1	-3	-20	-11
CCCCN(CCCC)c1ccc(C(=O)c2ccccc2C(=O)O)c(O)c1	-0.1	-2	4.0	17	0.9	2.1	0.9	0	.	0
CCOC(=O)Cc1nnc(Nc2cccc(O)c2)c2ccccc12	-0.5	-5	0.7	10	1	0.1	1	-4	.	-21
COc1ccc(CCNC(=O)CN2C(=O)C3(OCCCO3)c3ccccc32)cc1OC	-0.2	-9	3.0	-6	1	-0.9	1	0	-8	-7

Profiles, quoted from the list. Values in the order: Hsp70 act	Efa HMGR inh	RAM inhibit	Lmaj promast	PMI activator	Redox H2O2 prof	PMI act satM6P	TNAP inh hiacc	S1P3 antag	TNAP inh noacc
Cc1csc(=Nc2ccccc2)n1Cc1ccco1 as listed: 0.6	-8	0.0	3	1.3	-2.5	1.1	2	-7	-24
CC1=CS(=O)(=O)CC1Sc1nc(C)n[nH]1 (stereo unspecified) as listed: 0.1	1	0.4	-3	1.2	-1.3	1.2	-4	-1	6

Quoted at random: five entries already listed, in no set order.
SMILES	Hsp70 act	Efa HMGR inh	RAM inhibit	Lmaj promast	PMI activator	Redox H2O2 prof	PMI act satM6P	TNAP inh hiacc	S1P3 antag	TNAP inh noacc
CCCc1[nH]nc2c1C1(CCOC1C)C(C#N)=C(N)O2 (stereo unspecified)	-0.1	-4	1.1	0	1	2.0	1.1	-2	-14	-4
CCCCN(CCCC)c1ccc(C(=O)c2ccccc2C(=O)O)c(O)c1	-0.1	-2	4.0	17	0.9	2.1	0.9	0	.	0
N#CC(C(=O)NC1CC1)c1nc2ccccc2nc1N1CCCC1 (stereo unspecified)	-0.3	-6	1.6	-4	1.2	0.1	1.1	10	4	10
Cc1cc(CN2CCCC(CNC(=O)c3ccc(F)cc3)C2)cc(C)c1O (stereo unspecified)	-0.2	-3	1.8	12	1	0.2	0.9	-8	6	-13
CCCCCC(=O)Nc1ccc(S(=O)(=O)Nc2nccnc2OC)cc1	-0.1	1	-0.7	-7	1.1	-0.4	1.1	-3	.	-7

New compounds follow
SMILES	Hsp70 act	Efa HMGR inh	RAM inhibit	Lmaj promast	PMI activator	Redox H2O2 prof	PMI act satM6P	TNAP inh hiacc	S1P3 antag	TNAP inh noacc
CN(C(=O)Nc1ccc(S(=O)(=O)N(C)C)cc1)C1CCCCC1	-0.2	-3	3.7	-5	1	0.3	1	-2	.	-5
CC(C)=NNc1nc(-c2ccccc2)c(C)s1	0.2	-3	0.6	5	1.1	-0.1	1.3	0	-5	-8
CC[C@H](C)[C@H](NC(N)=O)C(=O)Nc1ccc(OC)c(Cl)c1	-0.4	5	0.8	-2	0.9	0.3	0.8	-3	-4	-3
O=S(=O)(Nc1ccc(Cc2ccncc2)cc1)c1ccc(Br)s1	0.8	-6	0.1	-2	0.9	-0.7	0.9	-3	.	-12
COc1ccc(NC(C)=O)cc1NC(=O)c1ccc(C#N)cc1	-0.3	3	0.1	-1	1.2	0.0	1.1	-4	-6	-17
COc1cccc(-c2nc3ccc(O)cc3c(=O)o2)c1	0.5	-1	.	-5	1	-1.9	0.9	-6	-16	-18
O=C(COc1ccc(Cl)cc1Cl)NCCCn1ccnc1	-0.1	-4	2.0	29	0.9	-0.7	1	3	8	15
CCc1cccc(C)c1N(C(=O)Cn1c(CO)nc2ccccc21)C(C)COC (stereo unspecified)	-0.3	0	1.7	6	1.1	1.6	1.1	-1	.	-3
COc1cc(OC)nc(NC(=O)NS(=O)(=O)c2ccc(F)cc2)n1	0.3	0	0.1	2	1.1	-0.6	1.1	-5	-1	-12
CON/C=C(\C=Nc1ccc(F)cc1)c1ncc(C(F)(F)F)cc1Cl	0.1	-8	8.4	0	0.9	1.9	1	-3	.	3
BrCCOCCOc1ccc2ccccc2c1	-0.3	-2	-0.1	-4	1.1	-0.5	1.3	-4	-5	4
COc1ccc(OC)c(-c2c(=O)n(OCc3ccccc3Br)c3ccccc3[n+]2[O-])c1	-0.2	-1	4.8	6	1	-0.2	1	-1	17	-4
O=C1CCCc2ccccc2N1Cc1cccc(F)c1	-0.4	5	1.6	0	1.1	-0.3	1	-8	-16	-8
O=C(CSc1n[nH]c(-c2ccccc2Br)n1)NC(=O)NCc1ccco1	0.1	5	3.8	0	0.9	-0.7	0.9	0	6	82*
O=C(COC(=O)c1ccccn1)Nc1ccc(S(=O)(=O)N2CCOCC2)cc1	0.0	-3	0.9	-2	0.9	1.9	0.9	0	.	-13
O=C(Cn1cccc1)Nc1ccc(F)cc1F	-0.1	-3	0.8	-2	1	0.9	1.1	-3	20	-18
O=C(CNS(=O)(=O)c1ccc(Br)s1)NC1CCCc2ccccc21 (stereo unspecified)	-0.4	-7	0.7	5	1.1	0.5	1	-1	1	-6
COC(=O)c1ccc(CN2CCN(C3CCCCC3)C(CCO)C2)cc1 (stereo unspecified)	0.5	1	1.4	54*	1	-1.6	1.1	-1	-4	-6
Cc1cc(C(=O)Nc2cnc3ccccc3c2)ccc1[N+](=O)[O-]	0.0	-2	4.7	-5	1.1	-0.5	1	-7	-5	-14
O=C(CN1CCN(c2ccccc2)CC1)c1ccc2cc[nH]c2c1	-0.2	-6	-0.6	-8	1.5	-0.8	1.7	0	.	-7
Cc1ccc(/C=C/C(=O)NCCCn2ccnc2)cc1	-0.3	1	2.6	-2	.	0.9	.	1	-15	7
Clc1cccc(Cl)c1Cn1nnc(-c2cccs2)n1	0.0	-2	3.9	-6	1	-0.4	1	-1	-37	-8
O=C(NC1CCCC1)c1cccc(S(=O)(=O)N2CCCCC2)c1	-0.3	1	4.0	6	1	-0.8	1	-1	15	-14
O=C(OC(C(=O)Nc1cc(Cl)cc(Cl)c1)c1ccccc1)C1=COCCO1 (stereo unspecified)	-0.2	-8	1.4	12	0.9	-0.4	0.9	-1	5	-7
CCOc1ccc(C(=O)Nc2cc(-c3nc4ccccc4[nH]3)ccc2C)cc1[N+](=O)[O-]	-0.4	-2	0.5	36	0.9	2.7	1	0	.	-4
O=C(CSc1ncccc1C(=O)O)NC12CC3CC(CC(C3)C1)C2	0.1	-3	2.3	-5	1.3	0.1	1.1	1	-20	-4
Cc1noc(NC(=O)c2ccc(Cl)c(Cl)c2)c1Cl	0.0	-4	2.3	8	0.9	-0.5	1	-1	0	-9
COc1ccccc1NC(=O)CSc1ncn[nH]1	0.3	-6	-0.8	-7	1	0.0	1	0	-39	-3
